SKKanGAS inh = S. pyogenes SKKanGAS growth inhibitors in kanamycin, primary screen, streptokinase expression inhibitor project, SKKanGAS strain, BacTiter-Glo luminescence. 6 h. inhibition, % at 7.5 µM. 300,000 tested, 1.3% active;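 active = mean replicate score, as percent of positive control median, at least 50; inconclusive = mean below 50 but one replicate at or above 50; inactive = mean and every replicate below 50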;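 also: strain carries kanamycin resistance gene driven by streptokinase promoter and grows in 40 µg/ml kanamycin; loss of luminescence reflects streptokinase promoter inhibition or plain growth inhibition; 0% = median of DMSO wells and 100% = positive control at its reference dose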
HIF act = HIF pathway transcriptional activators, primary screen, cell-based, U2OS HRE-luciferase, luminescence; U2OS HRE-luciferase reporter; normalized: DMSO 0%, desferrioxamine 100%; AID 1910, 2009; activation, % at 7.5 µM (by protocol); 300,000 tested, 0.32% active;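 active = mean activation of at least 10% of the iron chelator positive control signal, with at least half of replicates also reaching 10%; inconclusive = mean and replicate majority disagree about reaching 10%; inactive = mean and most replicates under 10%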
AI-2 QS mod = Vibrio harveyi AI-2 quorum sensing modulators, primary screen, JMH597 strain, luminescence/OD600 ratio; Vibrio harveyi JMH597 AI-2 luminescence/OD600 ratio, 9 h; stronger effect = lower value; strain lacks LuxN and CqsS sensors; 0 = neutral-control median; activity change, % at 7.5 µM; 300,000 tested, 0.4% active; in the data active = activity change below about -75%, passing the limit was not always enough; inconclusive = no clear call, values can overlap the other calls;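 also: luminescence divided by OD600 gain over 9 h not by final OD600 alone; inactives centre near 13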
Platelet DG rel = inhibitors of platelet dense granule secretion, primary screen, cell-based, MLPCN, human platelets. inhibition, %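 (compounds screened at 7.5 µM in platelet-rich plasma)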. AID 1663, 2009. 300,000 tested, 0.22% active. human platelet-rich plasma, SFLLRN dense granule ATP release, luminescence;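 active = mean replicate score, as percent of positive control, at or above 50; inconclusive = mean below 50 but at least one replicate at or above 50; inactive = mean and every replicate below 50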
KLF5 inh = KLF5 expression inhibitors, primary screen, DLD-1 cells, luminescence; DLD-1 KLF5 promoter-luciferase reporter; inhibition, % at 5 µM; 290,000 tested, 0.23% active;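 active = inhibition above a per-plate limit of that plate's mean compound inhibition plus 3 SD, cut at about 60% in these data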;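 also: 0% = DMSO wells and 100% = LY294002 at 200 µM; higher means less KLF5 promoter-driven luciferase light; inactives centre near -14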
IEC-6 cytotox = cytotoxicity in IEC-6 intestinal epithelial cells, primary screen, cytotoxicity control for KLF5 inhibitor project, cell-based, luminescence; IEC-6 cytotoxicity, luminescence viability; inhibition, % at 5 µM; 290,000 tested, 0.78% active; in the data active = inhibition above about 22%;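 also: 0% = plate median of test compound wells and 100% = cytotoxic reference compound wells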
HSF1 inh = HSF1 inhibitors in luciferase reporter cells, primary screen, cell-based, NIH3T3, luminescence. NIH3T3-HGL HSE-luciferase, MG132-induced, luminescence 8 h; stronger effect = lower value. activity change, negative = inhibition, % at 7.5 µM (by protocol). 300,000 tested, 0.77% active. AID 2098, 2009;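 active = more than half of replicate wells show activity change below -50%, luminescence cut by over half; inconclusive = some wells, but at most half, below -50%; inactive = no replicate well below -50%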;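 also: luciferase reports HSF-1 transcriptional activity via heat shock element; 0% = median of DMSO wells and -100% = zero luminescence signal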
aSyn UTR inh = MLPCN primary screen, SNCA 5' untranslated region | alpha-synuclein 5'UTR reporter, inhibitor activity | inhibition, % (tested at 7.5 µM) | 300,000 tested, 0.82% active; in the data active = inhibition above about 60%; inconclusive = no clear call, values can overlap the other calls;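 also: H4 neuroglioblastoma cells stably carrying SNCA 5'UTR luciferase fusion; 0% = DMSO wells and 100% = positive control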
HSF-1 act = HSF-1 activators, primary screen, NIH3T3-HGL cells, MG132 stress, luminescence, single point. NIH3T3-HGL HSF-1 luciferase reporter, 8 h; 100% = twice DMSO control signal. activation, % at 9 µM. 300,000 tested, 1.7% active;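 active = mean replicate activation of at least 50% with a set share of replicates each reaching 50%; inconclusive = only one of those two conditions met; inactive = mean below 50% and too few replicates reaching it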;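 also: 0% = median of the neutral control wells and 100% = twice that signal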
HSP90 refold inh = HSP90 inhibitors, primary screen, cell lysate, luminescence; Rabbit reticulocyte lysate, luciferase refolding luminescence, 3 h; inhibition, % at 5.6 µM; 290,000 tested, 0.91% active;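 active = inhibition above the screen-wide mean plus 3 SD, computed separately per campaign, cut at about 16% in these data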;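 also: 0% = DMSO wells and 100% = 60 µM geldanamycin wells; inhibitors lower the luminescence because luciferase stays unfolded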
* marks the source's active call; other numbers are inactive results; ? = inconclusive; . = no result given.

SMILES	SKKanGAS inh	HIF act	AI-2 QS mod	Platelet DG rel	KLF5 inh	IEC-6 cytotox	HSF1 inh	aSyn UTR inh	HSF-1 act	HSP90 refold inh
Cc1cccc(-c2noc(CNC(=O)c3ccc4c(c3)OCO4)n2)c1	-7	0.0	-10	7	-28	-1	-7	5	7	-5
CNc1nc(N)nc(OC(C(F)(F)F)C(F)(F)F)n1	1	-1.2	4	14	-11	1	-5	0	-1	-5
CC(C)N(Cc1cn[nH]c1-c1ccc(-c2ccccc2)cc1)Cc1nccn1C	7	0.4	3	0	-6	-4	29	-106	59*	-2
CNS(=O)(=O)c1cc(Cl)ccc1Sc1ccccc1C(=O)O	7	-2.2	16	6	-9	1	-4	-6	-6	-2
Cc1cc2nc(SCC(=O)O)nc(C)c2cc1C	5	-0.3	29	-2	-8	-3	1	6	5	-1
O=C(NC1CCCCC1)NC1(C(=O)NCCCN2CCOCC2)CCCCC1	-3	0.3	17	4	-15	0	3	-1	11	27*
Cc1cccc(-c2cc(C(=O)Nc3c(C)n(C)n(-c4ccccc4)c3=O)c3ccccc3n2)c1	5	-0.5	22	-2	-34	0	-3	-6	-16	-1
N/C(=N\OC(=O)c1cccc(F)c1)c1cccc([N+](=O)[O-])c1	-11	3.7	10	-5	-46	1	40	-104	47	0
COc1ccc(N2CC(C)Cn3c2nc2c3c(=O)n(Cc3ccccc3F)c(=O)n2C)c(OC)c1 (centres undefined)	6	-0.7	21	1	3	-3	-9	17	-5	3
O=C(COC(=O)c1cccnc1Nc1cccc(C(F)(F)F)c1)NCCN1C(=O)CSC1=O	9	-1.6	-3	4	1	-3	8	-6	28	1
COc1ccc2[nH]cc(C(=O)CN3CCCCC3C)c2c1 (centres undefined)	-1	-0.2	14	2	-6	7	2	18	-13	2
CCCCN(C(=O)CCC(=O)Nc1cc(C)on1)C(C(=O)NC1CCCC1)c1ccc(OCC)cc1 (centres undefined)	-1	0.1	9	4	-6	7	3	22	1	0

In the list so far, these contain a CF3 group.
SMILES	SKKanGAS inh	HIF act	AI-2 QS mod	Platelet DG rel	KLF5 inh	IEC-6 cytotox	HSF1 inh	aSyn UTR inh	HSF-1 act	HSP90 refold inh
CNc1nc(N)nc(OC(C(F)(F)F)C(F)(F)F)n1	1	-1.2	4	14	-11	1	-5	0	-1	-5
O=C(COC(=O)c1cccnc1Nc1cccc(C(F)(F)F)c1)NCCN1C(=O)CSC1=O	9	-1.6	-3	4	1	-3	8	-6	28	1

Single values from above:
Value of O=C(NC1CCCCC1)NC1(C(=O)NCCCN2CCOCC2)CCCCC1 in Platelet DG rel: 4
Value of COc1ccc(N2CC(C)Cn3c2nc2c3c(=O)n(Cc3ccccc3F)c(=O)n2C)c(OC)c1 (centres undefined) in aSyn UTR inh: 17

(next part)
SMILES	SKKanGAS inh	HIF act	AI-2 QS mod	Platelet DG rel	KLF5 inh	IEC-6 cytotox	HSF1 inh	aSyn UTR inh	HSF-1 act	HSP90 refold inh
CN(C)CCOC(=O)CCc1ccccc1	-2	0.0	9	?	-37	-1	-9	4	-2	2
Cc1nn(-c2ccccc2)c(N)c1C1(O)C(=O)Nc2ccc([N+](=O)[O-])cc21 (centres undefined)	4	-0.8	15	1	9	2	4	20	6	4
Nc1[nH]c(=S)nc2nc(-c3ccccc3)c(-c3ccccc3)nc12	6	-0.4	42	0	-13	-5	-5	21	15	-3
Cc1cccc(COc2ncnc3nc[nH]c23)c1	-7	0.2	24	-4	-46	2	-1	-55	9	3
CCc1nc(SCC(=O)Nc2nnc(CC)s2)c2c(C)c(C)sc2n1	1	-0.2	8	6	-45	-8	4	4	-2	0
CCCOc1ccc(C(CC(=O)O)NC(=O)c2sc3ccccc3c2Cl)cc1 (centres undefined)	43	-0.1	23	4	-4	5	-4	7	2	-1
CCCn1nc(C(=O)OCC(=O)NC(C)c2ccccc2)c2ccccc2c1=O (centres undefined)	-17	0.0	2	23	-16	-1	-1	-2	12	-1
COc1cc(CCC(=O)N2CCN(c3ccc(N4CCOCC4)nn3)CC2)cc(OC)c1OC	-4	-0.2	5	8	-18	-7	-3	-4	1	-3
COc1ccccc1C(=O)NC(=O)COC(=O)C1CC2CCCC(C1)C2=O (centres undefined)	-2	-0.1	24	-2	-18	0	-1	-2	2	-5
Cc1ccc(CNC(=O)C2CCCN(S(=O)(=O)N3CC(C)CC(C)C3)C2)cc1 (centres undefined)	-4	0.1	19	12	2	-6	12	7	9	-5
COC(=O)Nc1ccccc1C(=O)N1CCC(O)(c2ccc(Cl)cc2)CC1	2	1.1	6	17	-7	0	-4	3	1	-5
CC(C)c1ccc(C(=O)OC2CCOC2=O)cc1 (centres undefined)	6	-0.3	-7	?	-14	-5	-4	8	-16	3
CC(=O)N(Cc1ccccc1)c1ccccc1C(=O)O	-2	-0.1	11	3	14	4	-3	-12	9	6
Cc1cc(-c2cc(C(=O)NC3CCCC3)on2)nc(NC2CCCC2)n1	10	0.0	33	-10	.	.	0	19	4	.
CCCOC(=O)c1[nH]c2c(c1C)C(=O)CC(c1cc(OC)c(OC)c(OC)c1)C2 (centres undefined)	4	0.5	37	1	7	16	0	-2	7	0
Cc1c(-c2cccc(Cl)c2)nc2ccccc2c1C(=O)OCC(=O)Nc1ccc2c(c1)OCO2	38	2.0	15	2	3	-1	-3	34	-11	-2
COc1ccc(Oc2ncccc2NC(=O)c2cccc(C)c2C)cc1	-1	4.7	31	-7	4	5	5	3	18	4
CC(CNC(=O)CC(C)(C)C)NC(=O)CC(C)(C)C (centres undefined)	-6	0.9	18	1	17	2	-2	4	13	-1
Cc1cc(C)c(S(=O)(=O)N2CCCCC2)c(C)c1-n1ncnn1	3	.	18	2	-33	-3	-1	5	-7	0
CCOc1ccc(-c2ccc(C=O)o2)c([N+](=O)[O-])c1	-11	-0.5	19	-20	-17	-6	84	-34	109*	1
Cc1ccc(CNC(=O)C2CCCN2C(=O)Nc2ccc(F)cc2)cc1 (centres undefined)	3	1.5	8	-2	-35	3	8	-10	2	1
O=C(NC(=S)Nc1ccc(S(=O)(=O)N2CCCCC2)cc1)c1cccs1	7	.	4	-8	11	5	.	-20	.	2
Cc1nc2cc(C(F)(F)F)ccc2n1C1CCN(C(=O)N2CCOCC2)CC1	-5	0.4	10	12	-19	-3	0	-13	11	-1
Cc1cccc(C)c1OCC(=O)Nc1c(C)nn(C)c1C	1	0.0	40	7	-1	-5	-6	-25	3	-5
Cc1cccc(Oc2nc(CN3CCOCC3)nc3sc4c(c23)CCCC4)c1	4	0.5	8	4	-17	-4	8	-9	1	-1
Cc1cc(NC(=O)Nc2c[nH]c(=O)[nH]c2=O)ccc1Br	-8	2.0	14	1	-4	-2	4	-17	13	-3
Cc1ccc(/C=C2\SC(=S)N(/N=C/c3cc([N+](=O)[O-])ccc3O)C2=O)o1	-8	-0.5	19	3	-52	-18	3	-12	11	3
CC(=O)NC(CSc1cc(C)nc2ccc(Br)cc12)C(=O)O (centres undefined)	-3	-0.1	12	9	7	2	-5	-4	1	0
c1ccc(-n2nnnc2SCc2ccccn2)cc1	-3	0.0	16	13	-12	0	1	3	18	6
CCC(C)(C)NC(=O)C(c1ccc(C)cc1)N(CC1CCCO1)C(=O)c1csnn1 (centres undefined)	2	-0.1	11	1	-20	1	0	-3	19	0
CCOCC(O)CSCc1ccc(Cl)cc1 (centres undefined)	0	0.0	0	-2	-13	-4	-1	-15	-2	-1
CSc1ncccc1C(=O)Nc1ccc(F)c(F)c1F	1	-0.4	9	3	-15	2	-3	-2	-21	2
COC(=O)c1c(C)[nH]c(C(=O)OC(C)C(=O)N(C)C2CCCCC2)c1C (centres undefined)	-5	0.0	14	4	.	.	5	-2	5	.
COc1ccc(C2C(C(=O)c3sc(C)nc3C)=C(O)C(=O)N2CCCn2ccnc2)cc1 (centres undefined)	5	1.4	14	-4	.	.	-26	-33	-32	.
CCc1ccc(OCc2nnc(SCC(=O)NCc3ccco3)o2)cc1	-11	-1.0	-50	0	-29	3	-3	16	-20	1
CC(C)N1CCN(Cc2ccc(Oc3ncccn3)cc2)CC1CCO (centres undefined)	-18	-0.3	11	-16	-19	-3	-5	12	5	0

One compound at a time, as listed above. Order of screens: SKKanGAS inh	HIF act	AI-2 QS mod	Platelet DG rel	KLF5 inh	IEC-6 cytotox	HSF1 inh	aSyn UTR inh	HSF-1 act	HSP90 refold inh
Shown for COc1ccc(C2C(C(=O)c3sc(C)nc3C)=C(O)C(=O)N2CCCn2ccnc2)cc1 (centres undefined) → 5	1.4	14	-4	.	.	-26	-33	-32	.
Shown for CCc1ccc(OCc2nnc(SCC(=O)NCc3ccco3)o2)cc1 → -11	-1.0	-50	0	-29	3	-3	16	-20	1
Shown for COC(=O)c1c(C)[nH]c(C(=O)OC(C)C(=O)N(C)C2CCCCC2)c1C (centres undefined) → -5	0.0	14	4	.	.	5	-2	5	.

(more compounds)
SMILES	SKKanGAS inh	HIF act	AI-2 QS mod	Platelet DG rel	KLF5 inh	IEC-6 cytotox	HSF1 inh	aSyn UTR inh	HSF-1 act	HSP90 refold inh
Cc1ccc(NC(=O)CCN2CCN(CCO)CC2)cc1Br	-6	0.0	4	0	0	2	-1	-7	-5	6
O=[N+]([O-])c1ccc(N=Cc2c(O)ccc3ccccc23)cc1	1	0.0	15	8	0	-6	0	18	-4	2
CCOC(=O)Cn1nnnc1CN(Cc1cccs1)Cc1cc2cc(C)ccc2[nH]c1=O	-2	0.0	12	8	7	-7	9	23	9	3
O=C(CCCn1c(=S)[nH]c2ccsc2c1=O)NCc1ccco1	-14	0.1	82	-2	-4	-2	10	7	27	-2
S=c1[nH]c(-c2ccccc2)cn1/N=C/c1cccnc1	-7	0.9	13	1	-35	5	4	-9	9	2
COc1ccc(/C=N/NC(=O)c2ccncc2)cc1Cn1nc([N+](=O)[O-])c(Br)c1C	-4	-0.8	14	2	-27	4	4	-5	6	2

Screening results: PubChem BioAssay, several laboratories
